Assay outcomes: PubChem, Sanford-Burnham Center for Chemical Genomics
MPTP block – mitochondrial permeability transition pore inhibitors, primary screen, biochemical, isolated mouse mitochondria, absorbance | Ca2+ swelling absorbance, 30 min | inhibition, % at 10 µM | 1.4% of 360,000 active | AID 602449, 2012;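 active = inhibition of 50% or more, scaled per plate between neutral and stimulator controls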;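 note: 0% = DMSO wells given calcium and 100% = 1 mM EGTA wells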
hIAP block – human IAP inhibitors, primary screen, biochemical, luminescence, uHTS; Intestinal-type alkaline phosphatase (Homo sapiens), P09923; purified IAP, CDP-Star luminescence, 30 min; AID 2544, 2010; inhibition, % at 10 µM; 0.12% of 330,000 active;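 active = inhibition reaching a set limit with compound at 10 µM in the primary screen, cut at about 35% in these data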;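 note: plate controls were DMSO wells with enzyme for no effect and no-enzyme buffer wells for full effect; values of inactives mirror those of a sister screen read the other way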
Target sequence (P09923 whole entry, looked up): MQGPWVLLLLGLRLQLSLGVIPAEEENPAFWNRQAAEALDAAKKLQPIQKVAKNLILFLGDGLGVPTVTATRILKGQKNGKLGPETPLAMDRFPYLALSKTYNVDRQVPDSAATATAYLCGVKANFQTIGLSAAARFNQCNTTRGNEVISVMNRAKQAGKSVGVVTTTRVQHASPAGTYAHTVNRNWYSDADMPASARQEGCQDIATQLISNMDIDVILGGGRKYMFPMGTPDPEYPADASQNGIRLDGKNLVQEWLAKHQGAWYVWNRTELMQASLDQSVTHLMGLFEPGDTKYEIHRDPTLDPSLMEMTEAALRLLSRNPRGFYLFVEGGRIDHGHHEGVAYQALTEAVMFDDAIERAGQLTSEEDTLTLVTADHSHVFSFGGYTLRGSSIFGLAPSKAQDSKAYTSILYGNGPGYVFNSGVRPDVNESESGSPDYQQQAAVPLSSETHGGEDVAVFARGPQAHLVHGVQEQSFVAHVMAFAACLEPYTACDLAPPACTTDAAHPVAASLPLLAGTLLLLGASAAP
beta cell repl – inducers of MIN6 beta-cell proliferation, primary screen, ATP luminescence, uHTS | 0.29% of 330,000 active | proliferation, % at 10 µM | MIN6 cells proliferation, ATPlite luminescence, 48 h; cells starved in 0.2% serum; 100% = growth in 10% serum;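 active = compounds whose signal lies at least 3.5 SD above the mean of all wells on their plate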;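 note: 0% = DMSO-treated cells in low-serum medium and 100% = 10% serum control; some compounds called inactive have numbers as strong as hits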
APOBEC3G inh – APOBEC3G DNA deaminase inhibitors, primary screen, biochemical, fluorescence, single-stranded DNA substrate, uHTS | DNA dC->dU-editing enzyme APOBEC-3G (Homo sapiens), Q9HC16 | 0.28% of 330,000 active | AID 493012, 2011 | recombinant A3G, ssDNA deamination FAM/TAMRA fluorescence | inhibition, % at 20 µM;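 active = inhibition of at least 40% at 20 µM, with no more than 30% in the related APOBEC3A deaminase screen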;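 note: plate controls were DMSO wells with A3G for no effect and wells lacking A3G enzyme for full effect; some compounds called inactive have numbers as strong as hits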
Target sequence (Q9HC16 whole entry, looked up): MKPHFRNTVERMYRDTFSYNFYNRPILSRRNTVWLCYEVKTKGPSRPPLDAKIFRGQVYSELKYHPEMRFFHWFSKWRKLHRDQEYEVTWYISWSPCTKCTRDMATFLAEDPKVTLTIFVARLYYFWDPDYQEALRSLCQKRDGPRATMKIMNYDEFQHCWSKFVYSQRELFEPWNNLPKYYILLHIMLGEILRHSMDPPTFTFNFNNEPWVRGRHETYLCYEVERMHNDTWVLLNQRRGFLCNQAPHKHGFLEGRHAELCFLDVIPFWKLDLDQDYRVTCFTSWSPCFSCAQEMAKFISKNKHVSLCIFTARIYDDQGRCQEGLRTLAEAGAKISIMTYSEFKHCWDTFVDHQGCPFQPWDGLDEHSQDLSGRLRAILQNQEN
hIAP act – human IAP activators, primary screen, biochemical, luminescence, uHTS. AID 2524, 2010. 0.16% of 330,000 active. purified human IAP, CDP-Star luminescence, 30 min; stronger effect = higher value; 1 = vehicle-only enzyme, 0 = enzyme-free background. activation factor at 10 µM;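 active = activation factor of the enzyme at least 2-fold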; note: the source names both 10 and 20 µM as test concentration; values of inactives mirror those of a sister screen read the other way
GRIN3A LBD mod – binders of NR3A ligand-binding domain, primary screen, biophysical, differential scanning fluorimetry, uHTS; Glutamate receptor ionotropic, NMDA 3A (GRIN3A) ligand-binding domain; NR3A LBD differential scanning fluorimetry, Tm shift; 0% = protein alone, 100% = glycine-bound protein; Tm shift relative to glycine control, % at 25 µM; 2.5% of 340,000 active; AID 1259313, 2017;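 active = melting temperature shift of at least 10% of the positive control shift, at one fixed dose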
mIAP act – activators of mouse IAP, primary screen, biochemical, luminescence, uHTS; intestinal alkaline phosphatase [Mus musculus]; muIAP, CDP-Star luminescence, 30 min; stronger effect = higher value; 1 = vehicle-only enzyme signal, 0 = enzyme-free wells; activation factor at 10 µM; 0.24% of 330,000 active; AID 2805, 2010;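 active = activation factor of at least 2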; note: the source names both 10 and 20 µM as test concentration; values of inactives mirror those of a sister screen read the other way
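Assay system: mouse IAP enzyme; Reagent: CDP-Star chemiluminescent phosphatase substrate; Compound: DMSO-dissolved test compounds; Incubation: 30 min, room temperature; Technique: luminescence from enzymatic CDP-Star hydrolysis; Controls: DMSO-only wells and no-enzyme negative control.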
mIAP inh – inhibitors of mouse IAP, primary screen, biochemical, luminescence, uHTS; intestinal alkaline phosphatase [Mus musculus]; purified mouse IAP, CDP-Star luminescence, 30 min; inhibition, % at 10 µM; 0.2% of 330,000 active;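 active = inhibition of at least 40% at 10 µM in the primary screen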;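 note: plate controls were DMSO with enzyme for no effect and no enzyme wells for full effect; values of inactives mirror those of a sister screen read the other way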
APOBEC3A inh – APOBEC3A ssDNA deaminase inhibitors, primary screen, selectivity assay for APOBEC3G inhibitor project, biochemical, FAM/TAMRA oligo cleavage fluorescence. DNA dC->dU-editing enzyme APOBEC-3A (Homo sapiens), P31941. recombinant A3A, FAM/TAMRA ssDNA deamination fluorescence. inhibition, % at 20 µM. 0.41% of 330,000 active. AID 493011, 2011;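 active = at least 40% inhibition at 20 µM here, with at most 30% in a related deaminase screen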;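 note: plate controls were A3A with DMSO for no effect and wells lacking A3A enzyme for full effect; some results filed as inactive read as strong as hits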
Active calls of the source: *; x = no result given.

SMILES	MPTP block	hIAP block	beta cell repl	APOBEC3G inh	hIAP act	GRIN3A LBD mod	mIAP act	mIAP inh	APOBEC3A inh
O=C(NC(=S)Nc1ccc2oc(=O)ccc2c1)c1ccco1	-0.9	14	-1	0	0.86	1	0.98	2	0
O=C(CSC(=S)N1CCOCC1)c1ccccc1	3.4	4	-5	-4	0.96	-5	0.92	8	1
O=C(O)c1cc2cccc(S(=O)(=O)N3CCCCC3)c2cc1O	-1.1	12	0	-8	0.88	0	1	-2	-3
COCCN=C1NN=C(c2ccc(C)c([N+](=O)[O-])c2)CS1	-1.1	4	-1	-7	0.96	-4	0.95	5	-5
CCOC(=O)C1(CC2CCCCO2)CCN(Cc2cc3ccccc3[nH]2)CC1 (centres undefined)	-0.8	-7	-5	1	1.1	-1	1	0	-1
CC[n+]1c(P(=O)([O-])c2ccccc2)[nH]c2ccccc21	-3.7	4	-1	-2	0.96	-1	0.99	0	-2
COc1ccc(C2(O)CC3CCC(C2)N3c2cc(C)nc(-c3ccccc3)n2)cc1 (centres undefined)	3.7	-15	-3	-5	1.2	-2	0.99	1	-3
Cn1ccnc1/C(=N\NC(=O)c1ccccc1)c1cccc([N+](=O)[O-])c1	-4.1	1	-5	-5	0.99	0	0.96	4	-1
CC1CCN(C(=O)CCc2ccc(S(=O)(=O)NC(C)C)cc2)CC1	0.3	8	-4	-3	0.92	1	0.93	8	51*
Cc1ccc(CNc2nc3ccccc3n2C)cc1	0.2	22	-4	1	0.78	-2	0.98	2	-3
Cc1cc(CNC(=O)c2cc(COc3ccc(F)c(F)c3)on2)nn1C	0.3	-18	3	-8	1.2	2	0.95	5	-5
O=[N+]([O-])c1ccc(F)c(N=Cc2ccc(Br)s2)c1	-2.3	-7	1	0	1.1	0	1	-2	1
CCN(CC)CC1(O)CCN(C(=O)c2ccc(Cl)c(Cl)c2)CC1	1.8	-10	-1	-8	1.1	0	1.1	-12	-3
O=C(COC(=O)CCSc1ccccc1)Nc1cc(F)ccc1F	0.8	6	0	-5	0.94	-11	1.2	-18	-7
COC(=O)c1ccc(N2C(=O)CC(N3CCC(O)(c4ccc(Br)cc4)CC3)C2=O)cc1 (centres undefined)	31	0	-2	-8	1	1	0.92	8	-4
COCCCNC(=S)N/N=C/c1ccc(N(C)C)cc1	-1.3	-9	0	-5	1.1	1	0.95	5	-3
O=C(CNC(=O)c1ccco1)N/N=C/c1ccccc1[N+](=O)[O-]	1.7	-1	5	-6	1	0	0.85	14	-2
CCOC(=O)c1sc2nc(CSc3ccccc3)nc(N3CCCN(C)CC3)c2c1C	33	-16	-7	-8	1.2	-1	0.87	13	3
CNC(=O)c1cc(S(=O)(=O)N2CC(C)OC(C)C2)ccc1N1CCCCC1 (centres undefined)	0.3	-16	6	-6	1.2	2	1	-1	-4
Cc1cc(C)c(COCc2cc(/C=N/O)c(C)cc2C)cc1/C=N/O	7.8	12	-3	8	0.88	-11	1	-1	3
Cc1cc(NS(C)(=O)=O)c(=O)n(Cc2c(F)cccc2Cl)c1	-0.7	2	2	-5	0.98	-3	0.96	4	-6
COc1cccc(C2=NC(C)(C)NC(c3ccccc3O)C2)c1 (centres undefined)	4.4	9	-5	3	0.91	-11	0.89	11	5
O=C(COC(=O)C12CC3CC(CC(C3)C1)C2)Nc1nc2c(F)c(F)c(F)cc2s1	70*	7	-6	-2	0.93	29*	0.93	7	-2
Cc1ccc(CN2C(=O)CCSc3ccc(Cl)cc32)cc1	2.7	-19	-2	2	1.2	-4	0.94	6	-4
COc1ccc(COCC(O)CN2CCC(C(N)=O)CC2)cc1OC (centres undefined)	1.0	13	-4	-1	0.87	-2	1.1	-12	1
SMILES	MPTP block	hIAP block	beta cell repl	APOBEC3G inh	hIAP act	GRIN3A LBD mod	mIAP act	mIAP inh	APOBEC3A inh
Cc1cc(=O)oc2cc(OCC(=O)N3c4ccccc4CC3C)ccc12 (centres undefined)	-0.3	-6	0	-1	1.1	1	1	-3	10
CCCCc1ccc(NC(=S)NCc2ccc(OC)cc2)cc1	57*	-11	-6	-8	1.1	0	2.5*	-155	0
Nc1ccc(Cl)c(S(=O)(=O)Nc2ccc(Cl)cc2)c1	1.9	-6	-1	-7	1.1	-3	1	0	-1
CC1(C)CC(=O)C2=C(C1)N(c1ccc(F)cc1)C(=O)C2(NC(=O)c1ccccc1F)C(F)(F)F (centres undefined)	24	-6	-3	-6	1.1	-1	1	-1	-9
O=C(O)c1cccc(Nc2nc3ccccc3nc2NS(=O)(=O)c2ccccc2)c1	-0.5	4	-4	-6	0.95	-2	0.92	8	-3
O=C(CSc1nnc(Nc2ccccc2)s1)Nc1ccc(S(=O)(=O)N2CCOCC2)cc1	-5.4	-5	-3	-7	1.1	18*	1.1	-8	-2
C/C(CC(=O)NCCCN1CCOCC1)=N\NC(=O)COc1cccc2ccccc12	1.4	4	-2	-1	0.96	0	1	-1	1
CCOc1ccc(NC(=O)c2cn(-c3ccc(OCC)cc3)c(=O)c3cc(OC)c(OC)cc23)cc1	1.8	-3	-5	0	1	-1	1.1	-10	-1
CCC1CCCCN1C(=O)CSc1nnc(CNC(=O)c2c(F)cccc2Cl)o1 (centres undefined)	-1.2	3	-1	-5	0.97	-3	0.98	2	-2
COc1ccccc1CNC(=O)c1nccnc1CO	3.1	1	-3	-7	0.99	0	1	-2	-7
Cc1ccc(NC(=O)c2ccco2)c(NC(=O)c2ccc(Cl)cc2)c1	-1.3	-7	-4	-5	1.1	-2	1	-4	-1
NC(=O)C1CC(=O)N(c2ccc(OCC(=O)Nc3cccc(C(F)(F)F)c3)cc2)C1 (centres undefined)	-0.5	0	-1	-4	0.99	-3	0.99	1	-3
COc1ccc(NC(=O)CCc2nc(-c3ccc(C)cc3)no2)c(OC)c1	2.0	34	0	-3	0.66	6	1	-4	0
COC(=O)c1ccccc1NC(=O)CSc1nncn1-c1ccccn1	-0.5	0	-3	4	1	-2	0.95	5	3
O=c1[nH]c(CSc2nnc3ccccn23)nc2cc(C(F)(F)F)ccc12	x	4	3	-5	0.96	x	0.98	2	-2
Cc1ccccc1C(=O)N1CCC(C(=O)Nc2ccccc2N2CCCC2)CC1	0.3	-7	-3	-6	1.1	0	1.1	-9	-6
Cc1cc(C(=O)OCC(=O)N2CC(=O)Nc3ccccc32)no1	-5.2	-8	-1	-2	1.1	1	1	-1	2
CCOC(=O)/C(=N\Nc1ccccc1Cl)N1CCN(C)CC1	1.1	-5	0	-11	1.1	3	0.95	5	-4
Cc1ccccc1-c1nc(CN2CCC(C(=O)NCCCN3CCOCC3)CC2)c(C)o1	-3.8	2	-5	-5	0.98	3	1	-3	-4
COc1ccccc1N1CCN(C(=O)c2cc(C3CC3)on2)CC1	-1.5	8	2	-8	0.92	0	0.89	11	-1
O=C(C1CCCO1)N1CCN(c2c3c(nc4cc(-c5ccc(F)cc5)nn24)CCC3)CC1 (centres undefined)	-0.8	1	-3	-1	0.99	-1	1	-4	3
COc1cc(C2N(c3ccc(Cl)cc3)C(=O)C3CCCN32)cc(OC)c1OC (centres undefined)	-2.5	15	-2	-7	0.85	2	0.91	10	-2
O=C(N/N=C\c1ccccc1)c1ccccc1-n1cccc1	0.3	-5	2	-3	1.1	1	0.71	29	1
CC(=O)c1ccc(N2CCN(C(=S)Nc3ccccc3)CC2)cc1	2.9	4	-1	-3	0.96	1	1	-4	-2
CCC12CN3CC(CC)(CN(C1)C3c1ccc(OC(C)C)cc1)C2=O (centres undefined)	1.7	-13	2	-5	1.1	2	0.96	4	0
SMILES	MPTP block	hIAP block	beta cell repl	APOBEC3G inh	hIAP act	GRIN3A LBD mod	mIAP act	mIAP inh	APOBEC3A inh
Cc1ccc2oc(-c3ccc(NC(=O)c4ccncc4)cc3O)nc2c1	-1.2	-40	-1	-3	1.4	33*	0.9	10	1
O=C(Cc1ccc(Cl)cc1)Nc1ccc(SC(F)F)cc1	92*	3	-2	-3	0.97	8	1.3	-30	0
O=C1CC(C(=O)O)c2ccccc2N1 (centres undefined)	-0.8	-15	2	-4	1.2	-2	0.93	7	-1
Cc1ccc(C2CC(c3ccc(C)cc3)n3nc(N)nc3N2)cc1 (centres undefined)	0.4	5	4	-4	0.95	2	0.95	5	-5
COc1ccc(C(=O)NCC(O)CN2CCOCC2)cc1[N+](=O)[O-] (centres undefined)	-1.3	-16	-2	-5	1.2	1	0.95	4	-2
COc1ccc(C(=O)Nc2cccc(NC(=O)c3ccc(OC)c(OC)c3)n2)cc1OC	0.7	-17	-4	-2	1.2	0	1	-4	-8
COc1cccc(C(C(=O)NC2CCCC2)N(CC2CCCO2)C(=O)Cc2cccs2)c1 (centres undefined)	-1.9	26	0	-2	0.74	0	0.92	8	-1
CC(=O)CCc1c(C)nc2ccc(C(=O)O)cc2c1Cl	-9.9	-6	0	2	1.1	-2	0.94	6	6
Cc1nnsc1C(=O)N/N=C/c1cccc(C(F)(F)F)c1	6.8	15	0	-5	0.85	-24	0.85	15	-2
COc1ccc(S(=O)(=O)NCc2ccccc2)cc1	1.7	12	-2	-3	0.88	0	0.99	0	-2
Cc1noc(C)c1NC(=O)N(C)C[C@H]1Oc2ccc(NC(=O)Cc3ccccc3)cc2C(=O)N([C@H](C)CO)C[C@@H]1C	0.3	-1	2	-5	1	-1	0.91	9	-1
O=C(c1cc(-c2cccs2)nn1-c1ccccc1)N1CCN(S(=O)(=O)c2ccccc2)CC1	0.8	6	-5	-6	0.94	1	1.1	-7	1
COc1ccc(-c2nnc(SCC(=O)N/N=C/c3ccccc3C(=O)O)n2-c2ccc(Cl)cc2)cc1	-0.2	-2	-2	0	1	1	1	-4	2
O=C(Nc1nnc2n1CCS2)c1ccco1	-2.0	-19	-3	-3	1.2	0	0.92	8	-1
Cc1ccc(C(=O)NNC(=O)C2CCN(c3nccc(C)n3)CC2)cc1	2.3	-28	-1	-8	1.3	x	0.95	5	-4
